S1P3 antagonist: antagonists of human S1P3 receptor. AID 485. Q99500. CHO S1P3 NFAT-BLA reporter, FRET fluorescence, antagonist mode. 170,000 tested, 0.27% active. inhibition, % at 4.98 µM;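 active = inhibition above the plate cutoff, the mean inhibition of test wells on that plate plus 3 SD, cut at about 28% in these data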;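 also: cells challenged with S1P at its EC80 of 0.8 µM; blue over green emission ratio from cleaved BLA substrate after 4 h stimulation; 0% = S1P-stimulated wells and 100% = unstimulated DMSO-only wells; some compounds past the cut are filed as inactive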
Target sequence (Q99500 whole entry, looked up): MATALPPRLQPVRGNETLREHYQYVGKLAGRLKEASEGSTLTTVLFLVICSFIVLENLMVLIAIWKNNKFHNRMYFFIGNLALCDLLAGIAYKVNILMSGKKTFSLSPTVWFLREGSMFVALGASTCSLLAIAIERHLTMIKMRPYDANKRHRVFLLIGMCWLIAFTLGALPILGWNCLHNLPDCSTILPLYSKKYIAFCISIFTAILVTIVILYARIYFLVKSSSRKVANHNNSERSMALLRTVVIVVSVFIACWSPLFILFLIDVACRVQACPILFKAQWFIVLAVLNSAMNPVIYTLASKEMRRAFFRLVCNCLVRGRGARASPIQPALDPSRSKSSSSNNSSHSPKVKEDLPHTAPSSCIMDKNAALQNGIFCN
ROMK mod: modulators of human ROMK potassium channel; P48048; Tet-inducible ROMK, thallium flux fluorescence; actives lie on both sides; B-score at 10 µM; 130,000 tested, 2% active; AID 1918;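 active = signal ratio slope over the read window, or its plate-corrected B-score, at least 3 SD from the plate mean, either direction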;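 also: B-score of the F/F0 ratio slope over 7 to 12 s after thallium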
PMI act satM6P: increases human PMI activity with near-saturating mannose 6-phosphate | P34949 | coupled PMI enzyme assay, resazurin fluorescence, 20 min; active compounds read high; 1 = untreated enzyme, 0 = substrate-free blank | activation factor at 20 µM | 190,000 tested, 0.34% active | AID 1216;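 active = activation factor of 2 or more at 20 µM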
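Material: human phosphomannose isomerase with PGI, G6PDH, diaphorase coupling enzymes. Quantity: 15 ng/mL PMI. Medium: HEPES pH 7.4 buffer with MgCl2 and Tween-20. Reagent: Near-saturating mannose-6-phosphate, 1.0 mM. Compound: 20 µM single dose. Times: enzyme reaction with compound 20 min at room temperature. Detection: resorufin fluorescence at Ex 544/Em 590 nm.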
Diaphorase act: activates diaphorase or chemically reduces, flagging diaphorase assay artifacts; Diaphorase/resazurin coupled assay, resorufin fluorescence, 16 min; active compounds read high; 1 = vehicle wells, 0 = NADH-free wells; activation factor at 20 µM; 190,000 tested, 0.005% active; AID 1229;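 active = diaphorase activity raised at least twofold by the compound at 20 µM; inactive = activation factor below 2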
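Material: Clostridium kluyveri diaphorase, purified enzyme; Quantity: enzyme 0.07 U/mL final; Medium: HEPES pH 7.4 buffer with MgCl2 and Tween 20; Dosing: single compound dose of 20 µM, 1% DMSO final; Schedule: 16 min reaction at room temperature; Measured by: red resorufin fluorescence at 544/590 nm excitation/emission.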
Diaph inh CS: counter-screen for diaphorase-based assays: diaphorase inhibitors and chemical oxidizers; diaphorase resazurin-to-resorufin fluorescence, NADH, 16 min; bacterial (C. kluyveri) enzyme, not human; inhibition, % at 20 µM; 190,000 tested, 0.69% active;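 active = primary screen inhibition at 20 µM above a set limit, cut at about 50% in these data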;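 also: plate controls were DMSO with full reaction for no effect and wells lacking NADH for full effect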
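Test system: Clostridium kluyveri diaphorase enzyme / Quantity: diaphorase at 0.14 U/mL in enzyme working solution / Incubation: 16-min room-temperature incubation before reading / Benchmarks: NADH-free wells as positive control, DMSO-only neutral wells / Signal: resorufin fluorescence 544/590 nm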
PMI act: increases human mannose-6-phosphate isomerase activity | P34949 | purified human PMI, coupled resazurin fluorescence, 20 min; active compounds read high; 1 = vehicle control, 0 substrate-free wells | activation factor at 20 µM | 190,000 tested, 0.005% active;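 active = activation factor of 2 or more at 20 µM, relative to plate controls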
PPARg SRC-2 ag: agonists of SRC-2 recruitment by human PPARgamma. P37231. PPARgamma LBD-SRC-2 recruitment, biochemical. activation, % at 8 µM. 200,000 tested, 0.34% active; in the data active = activation above about 22%;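 also: 0% = vehicle and 100% = reference agonist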
Target sequence (P37231 whole entry, looked up, the tested form may be a part): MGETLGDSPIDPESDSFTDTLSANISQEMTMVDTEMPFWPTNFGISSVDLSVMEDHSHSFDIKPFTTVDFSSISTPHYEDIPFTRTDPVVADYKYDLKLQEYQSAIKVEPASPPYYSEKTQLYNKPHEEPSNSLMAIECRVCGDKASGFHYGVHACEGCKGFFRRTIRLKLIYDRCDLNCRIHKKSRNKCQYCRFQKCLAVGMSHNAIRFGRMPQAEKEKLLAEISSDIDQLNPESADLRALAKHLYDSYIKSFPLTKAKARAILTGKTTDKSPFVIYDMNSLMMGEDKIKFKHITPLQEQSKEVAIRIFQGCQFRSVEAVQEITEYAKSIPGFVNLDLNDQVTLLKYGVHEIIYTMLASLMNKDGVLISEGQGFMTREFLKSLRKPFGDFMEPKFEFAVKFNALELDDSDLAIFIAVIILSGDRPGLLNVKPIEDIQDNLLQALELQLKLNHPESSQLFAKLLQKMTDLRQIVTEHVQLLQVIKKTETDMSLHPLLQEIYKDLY
PPARg SRC3 recr: agonists of human PPARgamma SRC-3 coactivator recruitment; 200,000 tested, 0.26% active; activation, % at 8 µM; P37231; biochemical PPARgamma/SRC-3 coactivator recruitment assay; AID 731; in the data active = activation above about 23%;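 also: 0% = DMSO and 100% = reference agonist; some compounds past the cut are filed as inactive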
PPARg SRC-1 ag: promotes SRC-1 coactivator recruitment by human PPARgamma | P37231 | PPARgamma-SRC-1 coactivator recruitment biochemical assay | activation, % at 8 µM | 200,000 tested, 0.41% active | AID 631; in the data active = activation above about 19%;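 also: 0% = DMSO and 100% = reference agonist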
SRC2 TRFRET art: flags TR-FRET format artefacts in PPARgamma SRC-2 recruitment agonist screen. TR-FRET artefact counter-screen; active compounds read high. TR-FRET ratio at 8 µM. 200,000 tested, 0.4% active; in the data active = TR-FRET ratio above about 2000; also: inactives centre near 1500
G6PDH CS: inhibits Leuconostoc G6PDH, flagging false hits in G6PDH-based assays | AID 1020 | 200,000 tested, 0.12% active | Purified L. mesenteroides G6PDH, diaphorase/resazurin coupled fluorescence, 45 min | inhibition, % at 5 µM; in the data active = inhibition above about 50%
Active calls of the source: *; · = no result given.

item	SMILES	S1P3 antagonist	ROMK mod	PMI act satM6P	Diaphorase act	Diaph inh CS	PMI act
1	Cc1ccc(CN2CCN(C(=O)c3ccncc3)CC2)cc1	-1	0.84	1.1	0.8	17	1
2	Cc1ccccc1OCCCN1CCCC1	-2	·	1.1	1	2	1
3	CCNC(=O)CSc1nc2ccccc2c(=O)n1OC	-8	·	1.1	1	-3	1.1
4	CCn1c(SCC(=O)Nc2nccs2)nnc1-c1ccco1	4	-0.11	1.1	1.1	-14	1
5	Cc1cc(=O)[nH]c2c(C)c(N)ccc12	-45	·	1	0.9	7	1
6	Cc1ccc(-n2c(SC3CCOC3=O)nc3ccccc3c2=O)cc1 (centres undefined)	-8	0.24	1	0.8	20	1
7	CCOC(=O)N1CCN(C(=O)c2ccc3c(=O)n(Cc4ccccc4OC)c(=S)[nH]c3c2)CC1	·	·	0.8	0.8	25	0.9
8	Cc1ccnc2ccc(SC(F)(F)F)cc12	2	-0.48	0.9	0.9	10	1
9	COc1ccc(-c2nc(-c3ccc(Br)o3)no2)cc1OC	-4	·	0.9	0.8	20	0.9
10	COc1ccc(-c2nc3c(-c4ccccc4)cnn3cc2C)cc1F	-12	-0.45	1	0.8	15	1
11	O=C1C(O)CC2c3ccccc3CC3(CCCC3)N12 (centres undefined)	-14	·	0.9	0.9	8	1.1
12	COc1ccc(OC)c(NC(=O)c2ccc(-n3cccn3)nc2)c1	·	·	1	1	-4	1
13	CC/C(C)=N\NC(=O)CNC(=O)c1ccc(Cl)cc1Cl	-12	-0.067	1	1	4	1
14	CCNC(=O)COc1ccc(CC)cc1	0	-0.12	1	1	4	1.1
15	O=C(CNS(=O)(=O)c1ccccc1)NCc1cccnc1	-21	-0.34	1.1	1.2	-16	1.1

item	PPARg SRC-2 ag	PPARg SRC3 recr	PPARg SRC-1 ag	SRC2 TRFRET art	G6PDH CS
1	5	0	-2	1619	6
2	3	6	8	1593	4
3	2	-2	-8	1592	6
4	2	-1	-9	1638	11
5	7	-2	-3	1465	-1
6	19	6	7	1718	-1
7	0	2	3	1393	2
8	4	2	0	1471	18
9	10	2	-2	1506	-46
10	8	5	6	1467	5
11	3	3	2	1801	8
12	13	9	13	1540	2
13	8	0	6	1581	2
14	-3	0	0	1459	-1
15	-1	-5	5	1497	17

More records follow:
item	SMILES	S1P3 antagonist	ROMK mod	PMI act satM6P	Diaphorase act	Diaph inh CS	PMI act
16	O=C(COC(=O)c1cnccn1)Nc1ccc(Cl)cc1	-28	·	1	0.9	10	1
17	O=C(Nc1ccc(CN2CCCCC2)cc1)c1c(F)c(F)c(F)c(F)c1F	1	·	1	1	-4	1
18	COc1ccc(N2C(=O)CC(SC(C)C)C2=O)cc1 (centres undefined)	1	-0.39	1.1	1	2	1.1
19	Cc1ccc(C2C3=C(CC(C)(C)CC3=O)N(CCN3CCOCC3)C3=C2C(=O)CC(C)(C)C3)cc1	11	·	1	0.9	8	1
20	COc1cccc(N=Nc2c(N)[nH]n3c(=O)c4c(nc23)CCCC4)c1	-10	·	0.6	0.8	18	0.9
21	Cc1ccc(CSCC(Nc2ccc(C(=O)O)cc2[N+](=O)[O-])C(=O)O)cc1 (centres undefined)	·	0.63	0.9	0.8	22	0.9
22	COCCNC(=O)COc1ncnc2ccc(Br)cc12	·	-0.48	1	0.9	7	1
23	COc1cccc(OCCNC(=O)CSc2ccc(C(F)(F)F)cc2[N+](=O)[O-])c1	-2	1.4	0.9	0.8	21	0.9
24	COc1cccc(C(=O)Nc2nnc(-c3cccs3)o2)c1	-10	·	1.2	1.1	-9	1.1
25	CCN(CC)S(=O)(=O)c1ccc(OC)c(NC(=O)C(Cc2ccccc2)N2C(=O)c3ccccc3C2=O)c1 (centres undefined)	-1	·	1	0.9	14	0.9
26	CC(C)(C)CNC(CO)C12CC3CC(CC(C3)C1)C2 (centres undefined)	·	·	1	1	3	1.1
27	CC1CCN(CC(=O)NC(=O)NCc2ccccc2)CC1	-4	-0.62	1.1	1	3	1.1
28	CC1CCCCC1NC(=O)c1nn(C)c(=O)c2ccccc12 (centres undefined)	-9	·	1.1	1	-2	1.1
29	Cc1oc(-c2cc3c(cc2Cl)OCO3)nc1CN1CCCC1c1ccc(F)cc1 (centres undefined)	-10	0.16	·	·	·	·
30	Cn1c(=O)c2c(nc(NCCOc3ccc(F)cc3)n2C)n(C)c1=O	-17	0.86	0.9	0.9	10	0.9

item	PPARg SRC-2 ag	PPARg SRC3 recr	PPARg SRC-1 ag	SRC2 TRFRET art	G6PDH CS
16	0	4	8	1720	14
17	10	3	-1	1722	13
18	8	-1	-1	1639	-1
19	7	0	3	1674	2
20	-1	4	-2	1574	9
21	12	-2	0	1462	-4
22	8	3	3	1536	3
23	2	2	2	1637	1
24	7	5	5	1579	3
25	10	2	4	1726	-14
26	1	3	-2	1472	12
27	9	0	-3	1583	-5
28	16	-4	10	1623	7
29	-2	2	-4	1554	19
30	1	1	-3	1584	18

Later entries:
item	SMILES	S1P3 antagonist	ROMK mod	PMI act satM6P	Diaphorase act	Diaph inh CS	PMI act
31	N#Cc1c(-c2ccccc2)c(-c2ccccc2)nn(CC(=O)NNC(=O)Nc2ccccc2)c1=O	·	1.2	0.9	0.8	17	0.9
32	COc1cccc(CN2CCCC(C(=O)c3ccc4c(c3)OCO4)C2)c1OC (centres undefined)	-6	-1.6	1	0.8	19	1
33	Cn1nc(C(=O)Nc2nc3ccc(S(C)(=O)=O)cc3s2)ccc1=O	·	-0.12	1	0.9	9	1
34	CCOC(=O)C1=C(C)NC(C)=C(C(=O)OCC)C1C1=COCCO1	-12	-0.15	0.9	0.8	19	0.9
35	CSc1ccc(C(=O)C2CCCN(Cc3cccn3-c3cccnc3)C2)cc1 (centres undefined)	-11	-0.64	0.9	0.7	30	0.8
36	Cc1ccc(Cn2c(Sc3nnc(C)s3)nc3c2c(=O)[nH]c(=O)n3C)cc1	-21	·	1.2	1.1	-10	1.1
37	Cc1ccc(/C=N/NC(=O)CCSc2ccccc2)cc1	-4	-0.36	1	1	0	0.9
38	O=c1cc2n(c(=O)[nH]1)CCC1=C2CCCC1	-9	·	0.8	0.8	16	1
39	CCOC(=O)C1=C(C)Nc2ccccc2N=C1NC(=O)CCCN1C(=O)c2ccccc2C1=O	-4	0.11	1.1	1.1	-5	1
40	O=C(CN(c1cccc(C(F)(F)F)c1)S(=O)(=O)c1ccc(Cl)c([N+](=O)[O-])c1)NCc1ccccc1Cl	0	-0.096	0.8	0.8	21	0.8
41	O=C(CCc1ccccc1)Nc1ccc(F)cc1F	·	·	1	0.9	11	1
42	O=C(O)C1CN(C(=O)c2cccc(Br)c2)C1	5	-0.38	1.1	1	0	1
43	Cc1ccc(-n2[nH]c(=O)c3cccnc32)cc1	·	·	1.1	0.9	7	1.1
44	COC(=O)c1cn(CC(=O)N2CCCCCC2)c2ccccc12	-27	·	0.9	0.9	6	0.9
45	Cc1noc(C)c1COC(=O)CCOc1ccccc1	15	-0.033	1.1	1.1	-10	1.1

item	PPARg SRC-2 ag	PPARg SRC3 recr	PPARg SRC-1 ag	SRC2 TRFRET art	G6PDH CS
31	10	3	-3	1535	7
32	2	-1	-5	1733	10
33	5	0	5	1624	13
34	8	4	12	1593	9
35	8	9	9	1652	10
36	7	-5	-4	1591	-4
37	4	2	-10	1553	-19
38	1	6	2	1827	17
39	0	-6	2	1429	10
40	5	3	2	1459	10
41	17	6	10	1606	0
42	9	2	6	1591	2
43	1	7	4	1533	3
44	2	2	-3	1426	3
45	5	2	-3	1395	11

New compounds follow:
item	SMILES	S1P3 antagonist	ROMK mod	PMI act satM6P	Diaphorase act	Diaph inh CS	PMI act
46	Cc1ccc(N2C(=O)c3ccccc3C2Nc2ccccc2F)nc1 (centres undefined)	1	·	0.9	0.8	16	0.9
47	Cc1nnc(SCC(=O)Nc2nc3c(s2)CC(C)CC3)s1 (centres undefined)	5	·	1	0.9	7	1
48	O=S(=O)(Nc1cc(Sc2cccc3cccnc23)c(O)c2ccccc12)c1ccccc1	-1	·	0.4	0.7	31	0.9
49	COc1ccc(-n2c(SCC(=O)Nc3sc4c(c3C#N)CCCC4)nnc2-c2ccc(O)cc2)cc1	·	0.3	0.9	0.8	18	0.9
50	O=c1c2ccccc2nc(COc2ccccc2)n1/N=C/c1cc([N+](=O)[O-])ccc1O	-14	·	1.2	0.8	17	1.1
51	CC(C)(C)C(=O)Nc1nc(-c2ccc3c(c2)OCO3)cs1	·	0.15	1	0.9	6	1
52	N#Cc1c(N)n(CCOC(=O)c2ccc(Cl)cc2)c2nc3ccccc3nc12	·	-1.9	0.7	0.8	23	0.7
53	CC1(C)Cc2c(sc3nnn(Cc4ccc(Cl)cc4)c(=O)c23)CO1	1	·	1	0.9	7	0.9
54	Cc1cc(NC(=O)/C=C/c2ccccc2)no1	·	1.7	1	1	3	1
55	CS(=O)(=O)N1CCN(C2C3CC4CC(C3)CC2C4)CC1 (centres undefined)	-2	-0.28	·	·	·	·

item	PPARg SRC-2 ag	PPARg SRC3 recr	PPARg SRC-1 ag	SRC2 TRFRET art	G6PDH CS
46	-1	-6	0	1366	-1
47	-11	-10	-5	1422	-17
48	1	1	-5	1399	20
49	9	5	-1	1518	3
50	2	-2	-6	1571	-26
51	5	-1	-2	1401	2
52	-9	-13	3	1528	-34
53	2	2	-5	1431	11
54	10	10	2	1709	4
55	4	2	2	1687	17

4 entries drawn at random from those above, as already listed:
item	SMILES	S1P3 antagonist	ROMK mod	PMI act satM6P	Diaphorase act	Diaph inh CS	PMI act
35	CSc1ccc(C(=O)C2CCCN(Cc3cccn3-c3cccnc3)C2)cc1 (centres undefined)	-11	-0.64	0.9	0.7	30	0.8
14	CCNC(=O)COc1ccc(CC)cc1	0	-0.12	1	1	4	1.1
25	CCN(CC)S(=O)(=O)c1ccc(OC)c(NC(=O)C(Cc2ccccc2)N2C(=O)c3ccccc3C2=O)c1 (centres undefined)	-1	·	1	0.9	14	0.9
36	Cc1ccc(Cn2c(Sc3nnc(C)s3)nc3c2c(=O)[nH]c(=O)n3C)cc1	-21	·	1.2	1.1	-10	1.1

item	PPARg SRC-2 ag	PPARg SRC3 recr	PPARg SRC-1 ag	SRC2 TRFRET art	G6PDH CS
35	8	9	9	1652	10
14	-3	0	0	1459	-1
25	10	2	4	1726	-14
36	7	-5	-4	1591	-4

Screening data: PubChem, several laboratories
